# SMARCA2 act: activators of SMARCA2 function; MG213 cells, MMTV-luciferase reporter, dexamethasone, overnight; AID 652017; 370,000 tested, 1% active; activation, % at 9.1 µM; in the data active = activation above about 7.8%;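 note: 0% = vehicle wells and 100% = reference activator wells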
# PLC-gamma1 inh: inhibitors of human phospholipase C gamma1 | 370,000 tested, 0.84% active | inhibition, % at 12.2 µM | purified PLC-gamma1, fluorogenic substrate, fluorescence | P19174 | AID 720700; in the data active = inhibition above about 9.5%
# hcDAF-12 act: activates DAF-12 receptor from parasite H. contortus | HEK293 hcDAF-12 lit1-tk-luc reporter, luminescence; 0% DMSO, 100% Δ7-dafachronic acid | activation, % at 6.8 µM | 370,000 tested, 1.4% active | AID 652067;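 active = activation above the mean of all tested compounds plus 3 SD, cut at about 5.5% in these data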;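 note: 100% = response to 3 µM Δ7-dafachronic acid high control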
# hgDAF-12 ag: activates the H. glycines DAF-12 receptor ligand-binding domain; HEK293 GAL4-hgDAF12 UAS-luciferase reporter, agonist luminescence; normalized to butyrate control; 370,000 tested, 1.8% active; activation, % at 6.8 µM;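 active = activation above a cutoff set at the mean of all screened compounds plus 3 SD, cut at about 10% in these data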;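 note: 0% = DMSO wells and 100% = sodium butyrate wells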
# NR1D1 modulator: modulates human Rev-erb alpha binding to DNA; P20393; Rev-erbα–FITC-DNA binding, fluorescence polarization, 90 min; activity, % at 10 µM; 370,000 tested, 0.79% active;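 active = activity above about 14%, limit read from the data; passing the limit was not always enough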;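 note: 0% = DMSO wells with 35 nM protein and 100% = DMSO wells with 750 nM protein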
# PLCb3 inh: PLC-beta3 (human) inhibition, primary screen | 370,000 tested, 0.18% active | inhibition, % at 12.2 µM | AID 720704 | Purified PLC-beta3, fluorogenic substrate, fluorescence; in the data active = inhibition above about 11%;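 note: 0% = median of compound wells on plate and 100% = full blocker control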
# DAX1 inh-1: inhibitors of human orphan nuclear receptor DAX1 (NR0B1). P51843. HEK293 Gal4-DAX1 luciferase reporter, luminescence. inhibition, % at 6.75 µM. 340,000 tested, 0.99% active. AID 504766;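 active = inhibition above the mean over all tested compounds plus 3 SD, cut at about 4.2% in these data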;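 note: 0% = DAX1-transfected cells with DMSO and 100% = empty-vector control cells with DMSO; inhibition shows as a rise in luminescence from relieved DAX1 repression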
# Target sequence (P51843 207-470 limits assumed): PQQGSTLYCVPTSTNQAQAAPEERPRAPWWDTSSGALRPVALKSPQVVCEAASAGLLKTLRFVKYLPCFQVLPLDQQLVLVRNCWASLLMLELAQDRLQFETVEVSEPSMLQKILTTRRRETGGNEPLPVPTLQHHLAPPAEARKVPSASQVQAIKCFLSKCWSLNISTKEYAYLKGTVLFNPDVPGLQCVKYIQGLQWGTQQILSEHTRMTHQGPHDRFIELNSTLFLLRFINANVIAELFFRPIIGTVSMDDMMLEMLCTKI
# DAX1 inh-2: DAX1 (NR0B1) inhibition, primary screen. HEK293T StAR-luciferase reporter, SF-1/DAX-1 repression relief. inhibition, % at 6.8 µM. 370,000 tested, 1.1% active. AID 652010;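 active = inhibition above the mean over all tested compounds plus 3 SD, cut at about 3.6% in these data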;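 note: 0% = DAX-1 cells with DMSO and 100% = cells lacking DAX-1 with DMSO; higher inhibition means more luminescence from relief of DAX-1 repression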
# ssDAF-12 act: activators of S. stercoralis DAF-12 nuclear receptor | HEK293 ssDAF-12/GRIP1 lit1-tk-luc reporter, luminescence; % of 3 µM dafachronic acid response | activation, % at 6.8 µM | 370,000 tested, 1% active | AID 652126;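 active = activation above the mean over all tested compounds plus 3 SD, cut at about 0.9% in these data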;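 note: 0% = DMSO-only wells and 100% = 3 µM delta7-dafachronic acid wells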
# MBD2 inh: MBD2-methylated oligo binding inhibition; 370,000 tested, 0.31% active; Q9UBB5; TR-FRET, MBD2 binding to methylated oligonucleotide; inhibition, % at 4.4 µM; in the data active = inhibition above about 13%
# ADAM17 inh: inhibitors of human ADAM17; P78536; recombinant ADAM17, EDANS/DABCYL FRET peptide cleavage; inhibition, % at 6.95 µM; 370,000 tested, 0.83% active; AID 720648;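 active = inhibition above the mean of compounds lying between control limits plus 3 SD, set per campaign, cut at about 8.5% in these data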;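 note: 0% = DMSO-only wells as the low control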
# Target sequence (P78536 215-824 limits assumed): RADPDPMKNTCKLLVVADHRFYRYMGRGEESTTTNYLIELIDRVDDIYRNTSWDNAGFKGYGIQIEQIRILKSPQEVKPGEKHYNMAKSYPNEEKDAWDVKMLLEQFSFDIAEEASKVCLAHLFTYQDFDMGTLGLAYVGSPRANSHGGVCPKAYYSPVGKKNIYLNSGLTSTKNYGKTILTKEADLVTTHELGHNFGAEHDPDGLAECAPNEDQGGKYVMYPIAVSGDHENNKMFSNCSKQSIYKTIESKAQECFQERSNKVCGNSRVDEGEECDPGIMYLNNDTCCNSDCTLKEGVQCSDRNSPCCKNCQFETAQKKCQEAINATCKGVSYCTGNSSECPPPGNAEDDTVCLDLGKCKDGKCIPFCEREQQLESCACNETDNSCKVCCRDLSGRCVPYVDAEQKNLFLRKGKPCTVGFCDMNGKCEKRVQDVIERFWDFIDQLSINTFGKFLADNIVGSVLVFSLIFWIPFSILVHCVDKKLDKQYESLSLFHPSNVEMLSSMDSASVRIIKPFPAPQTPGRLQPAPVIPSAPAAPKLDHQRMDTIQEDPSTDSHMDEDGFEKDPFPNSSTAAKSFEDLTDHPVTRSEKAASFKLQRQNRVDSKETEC
# * = called active by the depositor; · = not tested or not shown.
SMILES	SMARCA2 act	PLC-gamma1 inh	hcDAF-12 act	hgDAF-12 ag	NR1D1 modulator	PLCb3 inh	DAX1 inh-1	DAX1 inh-2	ssDAF-12 act	MBD2 inh	ADAM17 inh
COc1ccc(/C=N\NC(=O)COc2ccc(Cl)cc2Cl)c(C(=O)O)c1OC	-1.2	-3.9	0.9	0.4	0.9	-0.9	0.1	0.7	-0.8	0.8	-1.7
CN(C(=O)CSc1nc2ccccc2c(=O)n1-c1ccc(F)cc1)C1CCS(=O)(=O)C1 (centres undefined)	-0.2	-0.2	-0.3	-1.5	11.6	2.5	0.2	-0.5	-1.8	1.2	0.2
Cc1ccc(-c2cc(C(=O)N/N=C/c3cccnc3)c3ccccc3n2)cc1C	2.8	-27.2	0.8	9.1	7.6	-40.6	·	0.5	0.4	0.2	-30.2
COc1cc(C(=O)NCCNc2nc3c(C)c(C)ccc3cc2C#N)cc(OC)c1OC	-0.4	-3.3	-3.1	1.3	3.0	-8.2	1.6	-0.3	-1.9	7.4	-8.3
Cn1c(=O)c2c(nc(N3CCCCCC3)n2Cc2cccc3ccccc23)n(C)c1=O	-1.0	4.3	-1.0	-0.1	7.1	3.4	-0.8	-0.1	-1.2	1.8	-4.4
O=C(O)CSCC(=O)NCc1c(Cl)cccc1Oc1ccccc1	1.1	1.4	0.1	-5.0	4.8	-6.8	0.2	0.9	-0.4	-2.7	-4.3
COc1ccccc1N1CCN(C(=O)c2ccc(S(=O)(=O)N3CCCC3)cc2)CC1	1.5	0.0	-0.2	2.4	-7.1	-3.9	0.3	0.0	-0.7	0.9	-3.4
COc1cccc(CCc2nnc(CCC(=O)NC(C)c3c(C)nn(C)c3C)o2)c1 (centres undefined)	0.4	0.1	0.0	1.9	-7.2	4.0	-0.8	-0.7	-1.2	-2.0	-4.3
C=CCNc1oc(-c2ccc(Cl)cc2)nc1C#N	-3.7	-0.7	0.7	-2.5	1.2	4.1	-0.2	-0.5	-0.2	-5.3	-3.4
CCn1cc(C(=O)N2CCN(C3CCCCC3)CC2)c2cc(OC)c(OC)cc2c1=O	-3.2	5.0	-1.3	-1.8	-2.9	1.7	0.5	-0.7	-1.2	-4.0	-4.2
CC12c3ccccc3C(c3ccccc31)C1C(=O)N(c3ccncc3)C(=O)C12 (centres undefined)	-3.7	-0.2	-1.1	0.0	-0.4	-3.8	-0.2	-0.7	-1.6	3.2	-3.9
COC(=O)c1[nH]c2cc(OC)ccc2c1NC(=O)CCN1CCSCC1	-4.7	-2.4	0.0	-1.2	7.5	-7.9	-0.8	0.4	-0.6	-0.2	-15.8
Cc1nsc(Nc2ccc([N+](=O)[O-])cc2)c1C#N	-3.3	0.0	-2.1	0.9	11.3	-0.8	0.7	-0.5	-0.5	-5.3	0.3
Cc1c(C(=O)N2CCN(C(c3ccccc3)c3ccccc3)CC2)oc2ccccc12	-5.2	0.2	-0.6	0.6	6.0	-5.1	-0.4	-1.4	-1.7	-0.8	-0.2
C[C@H]1CN([C@@H](C)CO)C(=O)CCCn2nncc2CO[C@H]1CN(C)S(=O)(=O)c1cccc(F)c1	2.3	0.8	-2.2	0.6	-8.4	1.0	1.3	0.0	-1.0	-0.3	-1.4
CCn1c(COc2ccccc2)nnc1SCC(=O)CC(=O)Nc1ccccc1OC	-3.0	-2.9	0.5	-0.4	-3.6	-7.3	0.3	0.9	-0.6	5.0	5.1
CN(c1ncc(C(F)(F)F)cc1Cl)N1C(=O)C2ONC3(C(=O)CC(C)(C)CC3=O)C2C1=O (centres undefined)	-1.8	-0.5	-1.0	4.0	0.2	-14.3	0.0	0.0	-0.8	2.1	1.9
O=C(COC(=O)c1cncc(Br)c1)Nc1nnc(-c2ccccc2)o1	-0.4	-10.5	2.5	1.6	-2.8	-16.9	-0.2	-0.2	0.1	3.7	0.7
O=C1NC[C@H](Cc2ccccc2)N(C[C@@H]2CCCN2C[C@H](Cc2ccc(O)cc2)N2C[C@H](Cc3ccc(O)cc3)N(CCc3ccccc3)C(=O)C2=O)C1=O	-1.6	1.9	0.1	4.1	1.7	0.3	·	-0.6	-1.6	6.6	2.2
Cc1ccc(N(C(=O)c2snc(C(N)=O)c2N)C(C(=O)NCC2CCCO2)c2c[nH]c3ccccc23)cc1 (centres undefined)	1.6	-2.6	-0.6	-1.0	7.2	-12.1	-1.3	-0.5	-1.0	0.5	-3.7
CCc1nc2ccc(C(=O)NCCN3CCCC3)cn2c1N(C)Cc1ccc(OC)cc1	-3.3	3.1	-0.2	2.7	4.3	0.9	·	1.2	-0.7	-1.6	-1.2
Cc1ccc(SCC(=O)NC2CCCCCC2)cc1	2.3	1.1	2.4	3.0	-4.3	-5.6	1.7	2.8	0.0	2.2	-1.6
Cn1c(SCCCC(=O)c2ccc(F)cc2)nnc1-c1ccncc1	-2.0	8.5	-1.4	-1.4	·	-1.3	-1.6	-0.3	-0.9	0.0	-0.5
CCO[C@H]1OC(C(=O)N2CCN(Cc3ccc4c(c3)OCO4)CC2)=C[C@@H](C)[C@@H]1CCCO	-0.2	-0.1	-2.0	-1.0	2.2	3.3	-1.2	-0.4	-1.5	1.0	-2.9
COc1ccccc1CNC(=O)C1CC(c2cccc([N+](=O)[O-])c2)=NO1 (centres undefined)	0.2	0.9	-1.1	-1.2	-3.8	-1.4	1.7	-0.2	-0.8	5.1	0.0
C=CCn1c2ccccc2c2nnc(SCC(=O)OC)nc21	-1.9	-3.4	-1.0	-1.4	-3.2	-7.5	2.7	-0.9	-1.2	-6.3	1.0
CCOC(=O)c1c(NC(=O)CSc2nnc(CNC(=O)c3ccco3)n2C)sc2c1CCC2	-0.8	5.3	-1.8	-1.7	-0.1	-0.7	0.7	-0.7	-1.7	-5.3	4.1
Cc1ccc(-c2csc(N3CCC(C(N)=O)(N4CCCCC4)CC3)n2)cc1	0.6	1.1	0.5	3.4	2.0	3.9	1.7	0.2	-1.1	4.3	-1.9
Cc1occc1C(=O)Nc1cccc(C(=O)O)c1	7.2	-2.1	1.8	3.4	5.0	1.8	0.8	1.2	0.2	-3.3	-2.4
O=C(CSc1nc2nn(-c3ccccc3)c(=O)c-2c2n1CCCCC2)Nc1cccc(F)c1	-2.1	-2.1	-2.8	-5.1	3.9	-8.7	-0.6	-1.2	-1.4	-2.1	3.3

# Nothing new here: entries from further up.
SMILES	SMARCA2 act	PLC-gamma1 inh	hcDAF-12 act	hgDAF-12 ag	NR1D1 modulator	PLCb3 inh	DAX1 inh-1	DAX1 inh-2	ssDAF-12 act	MBD2 inh	ADAM17 inh
Cc1ccc(N(C(=O)c2snc(C(N)=O)c2N)C(C(=O)NCC2CCCO2)c2c[nH]c3ccccc23)cc1 (centres undefined)	1.6	-2.6	-0.6	-1.0	7.2	-12.1	-1.3	-0.5	-1.0	0.5	-3.7
CCc1nc2ccc(C(=O)NCCN3CCCC3)cn2c1N(C)Cc1ccc(OC)cc1	-3.3	3.1	-0.2	2.7	4.3	0.9	·	1.2	-0.7	-1.6	-1.2
Cc1ccc(SCC(=O)NC2CCCCCC2)cc1	2.3	1.1	2.4	3.0	-4.3	-5.6	1.7	2.8	0.0	2.2	-1.6
Cn1c(SCCCC(=O)c2ccc(F)cc2)nnc1-c1ccncc1	-2.0	8.5	-1.4	-1.4	·	-1.3	-1.6	-0.3	-0.9	0.0	-0.5
CCO[C@H]1OC(C(=O)N2CCN(Cc3ccc4c(c3)OCO4)CC2)=C[C@@H](C)[C@@H]1CCCO	-0.2	-0.1	-2.0	-1.0	2.2	3.3	-1.2	-0.4	-1.5	1.0	-2.9
COc1ccccc1CNC(=O)C1CC(c2cccc([N+](=O)[O-])c2)=NO1 (centres undefined)	0.2	0.9	-1.1	-1.2	-3.8	-1.4	1.7	-0.2	-0.8	5.1	0.0
C=CCn1c2ccccc2c2nnc(SCC(=O)OC)nc21	-1.9	-3.4	-1.0	-1.4	-3.2	-7.5	2.7	-0.9	-1.2	-6.3	1.0
CCOC(=O)c1c(NC(=O)CSc2nnc(CNC(=O)c3ccco3)n2C)sc2c1CCC2	-0.8	5.3	-1.8	-1.7	-0.1	-0.7	0.7	-0.7	-1.7	-5.3	4.1
Cc1ccc(-c2csc(N3CCC(C(N)=O)(N4CCCCC4)CC3)n2)cc1	0.6	1.1	0.5	3.4	2.0	3.9	1.7	0.2	-1.1	4.3	-1.9
Cc1occc1C(=O)Nc1cccc(C(=O)O)c1	7.2	-2.1	1.8	3.4	5.0	1.8	0.8	1.2	0.2	-3.3	-2.4
O=C(CSc1nc2nn(-c3ccccc3)c(=O)c-2c2n1CCCCC2)Nc1cccc(F)c1	-2.1	-2.1	-2.8	-5.1	3.9	-8.7	-0.6	-1.2	-1.4	-2.1	3.3

# Continued:
SMILES	SMARCA2 act	PLC-gamma1 inh	hcDAF-12 act	hgDAF-12 ag	NR1D1 modulator	PLCb3 inh	DAX1 inh-1	DAX1 inh-2	ssDAF-12 act	MBD2 inh	ADAM17 inh
COc1cccc(NC(=O)CN(C)C(C)C(=O)N2CCCC2)c1 (centres undefined)	-0.8	3.4	1.8	1.0	0.9	-5.6	-0.4	0.4	-1.4	-4.7	-3.2
CN(C)CCNC(=O)/C(=C/c1ccc(-c2ccc(Cl)cc2Cl)o1)NC(=O)c1ccccc1	-2.8	-38.6	-1.6	3.3	-4.0	-45.0	0.5	0.6	-0.5	1.4	-9.0
O=C(Nc1ccccc1F)Nc1cc(S(=O)(=O)N2CCOCC2)ccc1N1CCCC1	2.9	-1.5	-0.9	1.3	-2.7	-7.3	-0.8	-1.0	-0.8	5.1	-2.4
Cc1ccc(-c2cc(C(=O)NN=Cc3c4ccccc4cc4ccccc34)[nH]n2)cc1C	-4.6	-8.5	-0.9	1.9	-2.0	-9.1	·	0.9	-1.3	-1.2	-3.9
COc1cccc(-c2cc(C(=O)N3CCCc4ccccc43)no2)c1	3.1	5.0	0.3	2.0	-1.8	-6.9	-0.2	-0.8	-1.3	6.6	3.8
CCOC(=O)c1nnn(CC(=O)NC(=O)Nc2ccc(F)cc2)c1C(=O)OCC	-0.9	2.9	-1.9	-1.0	4.0	-5.5	3.9	0.3	-2.0	1.4	-0.2
Cc1ccc(C)c(N2CCN(C(=O)c3ccc4c(=O)n5c(nc4c3)CCCCC5)CC2)c1	-1.5	-2.4	-5.1	-3.1	0.6	-0.3	0.8	0.2	0.5	-1.6	1.6
O=C(NCCc1ccccc1)c1cccc(NC(=O)C2CCCC2)c1	-0.2	0.6	2.8	3.0	4.7	1.0	1.8	2.1	-0.7	6.2	-5.9
Cc1cc(NC(=O)c2ccc(C)c(C)c2)no1	6.9	1.4	2.4	6.2	2.9	-6.0	3.1	1.2	0.1	0.4	-2.8
